Assay outcomes: PubChem, The Scripps Research Institute Molecular Screening Center
GPR151 ag – human GPR151 activation; PathHunter beta-arrestin GPR151 cells, luminescence; hit rate 1% among 650,000; Q8TDV0; activation, % at 11.2 µM; AID 1508602; in the data active means activation above about 4.9%;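 further: 0% = median of compound wells and 100% = cells with positive control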
Target sequence (Q8TDV0 whole entry, looked up): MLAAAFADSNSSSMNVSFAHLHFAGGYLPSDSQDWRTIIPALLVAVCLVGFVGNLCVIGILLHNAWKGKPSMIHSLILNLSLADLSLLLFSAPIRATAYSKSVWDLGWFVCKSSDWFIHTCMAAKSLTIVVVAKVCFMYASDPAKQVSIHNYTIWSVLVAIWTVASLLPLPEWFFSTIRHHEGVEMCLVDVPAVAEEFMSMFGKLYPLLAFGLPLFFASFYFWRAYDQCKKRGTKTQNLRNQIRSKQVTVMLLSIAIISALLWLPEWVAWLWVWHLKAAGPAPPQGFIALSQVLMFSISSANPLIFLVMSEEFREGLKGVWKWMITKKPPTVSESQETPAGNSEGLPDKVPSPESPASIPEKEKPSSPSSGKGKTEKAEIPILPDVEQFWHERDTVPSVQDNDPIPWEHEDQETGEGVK
TEAD-YAP block – TEAD-YAP interaction inhibition; HEK-TIYL cells, TEAD-Gal4/YAP UAS-luciferase luminescence; AID 1259422; inhibition, % at 9.12 µM; hit rate 1.4% among 640,000; in the data active means inhibition above about 32%;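 further: 0% = median of test compound wells and 100% = reference inhibitor wells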
FBW7 act – human FBW7 E3 ligase activation, primary screen | AlphaScreen FBW7–phospho-cyclin E peptide binding, activator screen | Q969H0 | hit rate 0.13% among 650,000 | AID 1259310 | normalized activity (activation), % at 26.1 µM; in the data active means normalized activity above about 1.9%;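 further: purified mutant Fbw7 with reduced substrate affinity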
MITF inh – human MITF inhibition, primary screen; O75030; AlphaScreen MITF homodimerization, bead proximity signal; inhibition, % at 2.6 µM; hit rate 0.91% among 650,000; AID 1259374; in the data active means inhibition above about 50%;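 further: 0% = vehicle wells with protein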
Target sequence (O75030 whole entry, looked up): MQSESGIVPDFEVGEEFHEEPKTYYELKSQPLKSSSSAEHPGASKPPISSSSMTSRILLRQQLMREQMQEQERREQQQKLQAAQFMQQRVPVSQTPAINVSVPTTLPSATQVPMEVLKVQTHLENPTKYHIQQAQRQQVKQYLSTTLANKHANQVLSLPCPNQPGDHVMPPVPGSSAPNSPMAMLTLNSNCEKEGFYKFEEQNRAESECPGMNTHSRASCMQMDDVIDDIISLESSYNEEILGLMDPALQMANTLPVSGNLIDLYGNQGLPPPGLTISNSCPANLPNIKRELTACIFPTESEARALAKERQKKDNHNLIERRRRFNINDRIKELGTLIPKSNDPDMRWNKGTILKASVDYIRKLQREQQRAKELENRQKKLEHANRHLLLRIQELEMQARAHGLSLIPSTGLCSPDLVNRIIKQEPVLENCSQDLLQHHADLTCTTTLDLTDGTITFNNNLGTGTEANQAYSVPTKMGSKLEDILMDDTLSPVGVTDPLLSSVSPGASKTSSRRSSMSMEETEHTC
* = called active by the depositor; . = not tested or not shown; & = joins results of further samples.

SMILES | GPR151 ag | TEAD-YAP block | FBW7 act | MITF inh
Cc1ccccc1NC(=O)c1c(N)sc2c1CCC(C)C2 (centres undefined) | -0.3 | 26 | 0.0 | 7
CN(C)c1ccc(C2C3=C(CC(C)(C)CC3=O)Nc3ccccc3N2C(=O)c2ccc(F)cc2)cc1 (centres undefined) | 0.5 | 8 | 0.1 | 13
COc1ccc(OC)c(-n2c(=S)[nH]c3cc(C(=O)NCc4ccc(F)cc4)ccc3c2=O)c1 | 0.6 | -3 | -0.1 | 2
O=C1NC(=S)N/C1=C\c1cccc([N+](=O)[O-])c1 | 0.8 | 6 | 0.3 | 10
COCCNC(=O)c1cnc2scc(-c3ccc(Cl)s3)n2c1=O | 0.6 | 0 | -0.3 | 4
Cc1cccc(C)c1-n1c(C)cc(C=O)c1C | 1.0 | 1 | 0.7 | -1
COc1ccc(C(C)C)cc1S(=O)(=O)N1CCOCC1 | -0.3 | 12 | 0.5 | 3
O=[N+]([O-])c1ccc(N2CCN(Cc3cc([N+](=O)[O-])ccc3Cl)CC2)cc1 | -1.2 | 7 | 0.2 | 13
COc1cc(C2N(c3ccc(C)cc3)CCN2c2ccc(C)cc2)cc(OC)c1OC | -0.7 | 1 | 0.1 | 18
COc1ccc2nc(NC(=S)NC(=O)c3ccco3)sc2c1 | 0.4 | -22 | 0.1 | -2
CN1CCN(Cc2n[nH]c(=S)n2-c2ccc(Cl)cc2)CC1 | -0.6 | 2 | -0.1 | 34
Cc1cc(OCc2nc(-c3ccccn3)no2)ccc1Cl | 0.9 | -55 | -0.1 | -12
CCCOC(=O)C1=C(C)NC2=C(C(=O)CC(c3ccc(OC)c(OC)c3)C2)C1c1ccc([N+](=O)[O-])cc1 (centres undefined) | 0.8 | 6 | 1.0 | 5
COc1cc(C2C(C#N)=C(N)Oc3n[nH]c(-c4cccc([N+](=O)[O-])c4)c32)cc(OC)c1OC(=O)N1CCOCC1 (centres undefined) | 0.3 | -6 | -0.2 | 1
C=CCOc1ccc(C2C(C#N)=C(N)OC3=C2C(=O)CC(C)(C)C3)cc1 (centres undefined) | -1.7 | 0 | 0.1 | 7
C=CCc1c(C)nc(-c2ccccc2)nc1Nc1ccc(OC)cc1 | 1.3 | 2 | -0.1 | -1
Cn1c(SCC(=O)N2CCCCCC2)nnc1-c1ccccc1 | -0.5 | 4 | 0.1 | 6
CCOC(=O)C1=C(C)N(CC(C)C)C(=O)/C1=C\c1ccc2c(c1)OCO2 | 0.7 | 3 | 0.2 | 8
CCC(c1nnnn1CCOC)N1CCN(c2cccc(C)c2C)CC1 (centres undefined) | -0.8 | -52 | 0.0 | -3
CC(C)[C@H](Cn1nc(-c2ccc(F)c(F)c2)ccc1=O)NC(=O)c1ccc(=O)[nH]n1 | 2.0 | 13 | -0.1 | 19
CC1(C)CC(=O)C2=C(C1)OC(N)=C(C#N)C21C(=O)N(Cc2ccccc2)c2ccccc21 (centres undefined) | 0.9 | 18 | -0.2 | 3
CCOC(=O)c1c(NC(=O)C(=O)NCc2ccncc2)sc2c1CCCC2 | -0.6 | 9 | 0.0 | -2
Cc1cccc2cc3c(N)c(C(=O)NCc4cccs4)sc3nc12 | -1.1 | -1 | 0.0 | 4
O=C(NNC(=O)c1ccccc1)Nc1ccc(Cl)c(Cl)c1 | 0.3 | -9 | 0.0 | -1
COc1ccccc1N/C(=N/c1nc(C)cc(C)n1)NC(C)=O | 1.6&0.3 | 0&14 | 1.6&0.0 | -12&-1
COc1ccc(-c2nnc(C3CCN(S(=O)(=O)c4ccccc4)CC3)o2)cc1 | 0.6 | 3 | 0.0 | -10
O=C(CN1C2=NCCCN2c2ccccc21)c1cccc2ccccc12 | 0.5 | 4 | -0.1 | 6
CC(=O)c1ncc([C@@H](O)[C@H](O)[C@H](O)CO)[nH]1 | 2.6 | . | . | 0
Cc1cc(Br)c(Cl)cc1NC(=O)C1C2CC3OC(=O)C1C3C2 (centres undefined) | 0.1 | -13 | -0.3 | -3
CN1CCN(S(=O)(=O)c2ccc(-c3ccccc3)cc2)CC1 | -0.4 | -5 | -0.1 | -5
COC(=O)c1ccc(CN2CCN(Cc3nc4ccccc4[nH]3)CC2)o1 | 4.9 | 3 | -0.5 | 73*
CCc1cccc(OCC(=O)Nc2ccc(S(=O)(=O)Nc3nccs3)cc2)c1 | -0.5 | 6 | 0.2 | 4
CN(C)c1cccc(Nc2nc3ncnc(NCCc4ccc(O)cc4)c3[nH]2)c1 | -0.9 | 8 | 0.1 | 2
CC(NC(=O)C1CCCCC1)c1nc2cccnc2n1C(C)C (centres undefined) | -0.1 | 6 | 0.2 | 0
COc1cccc(C2=CC(c3cccc(F)c3)n3nnnc3N2)c1 (centres undefined) | -1.3 | 50* | -0.1 | -3
COC(=O)N1CC(C)N(C(=O)OC)CC1C (centres undefined) | -0.2 | -8 | 0.3 | 17
COc1cc(/C=N/N=C(N)N)ccc1OC(=O)c1cccc(C)c1 | -0.8 | 4 | -0.2 | -7
CSc1ccccc1NC(=O)C(C)N(c1cc(C)cc(C)c1)S(C)(=O)=O (centres undefined) | -1.2 | 1 | 0.0 | -14
Cc1nn(C)cc1C(=O)N[C@H](Cn1nnc2ccccc21)C(C)C | -1.8 | -8 | -0.1 | -14
CCN1CCCC1CNC(=O)c1ccc(C)nc1N1CCOCC1 (centres undefined) | -0.5 | -8 | -0.1 | -9
CCCSc1nnc(Sc2nnnn2-c2ccccc2)s1 | 1.1 | 56* | 0.1 | 3
CC1CCCN(C(=O)C2c3ccccc3C(=O)N(C)C2c2c[nH]c3ccccc23)C1 (centres undefined) | -0.1 | -4 | 0.0 | -7
Cc1ccc(-c2cc(C(=O)Nc3ccccc3)c3cccc(C)c3n2)cc1 | 0.9 | 5 | 0.1 | 21
Cc1ccc(NS(=O)(=O)c2cc(N)ccc2Cl)c(C)c1 | -0.5 | -2 | -0.1 | -1
O=C(c1ccc(F)cc1)N1CCN(c2ccc([N+](=O)[O-])cc2Cl)CC1 | 0.2 | 9 | -0.2 | 5
C=CCn1c(SCC(=O)c2ccc(Cl)cc2)nc2cc(C(=O)NCc3ccco3)ccc2c1=O | -0.9 | -3 | -0.1 | 6
CN1CCN(c2ccccc2NC(=O)CC23CC4CC(CC(C4)C2)C3)CC1 | -1.7 | 10 | -0.1 | -3
OCCN(CCO)Cc1ccc(Cl)c(Cl)c1 | -1.0 | 1 | -0.1 | 16
COc1ccc(NC(=O)Cn2nc3c(cc2=O)CCCC3)cc1 | -0.8 | -6 | -0.1 | -10
CCN1CCCC1Cn1c(=S)[nH]c2ccc(Cl)cc2c1=O (centres undefined) | 0.7 | 8 | 0.1 | 5
COc1ccc(/C=C/C(=O)NCc2ccc3c(c2)OCO3)cc1 | 2.1 | -2 | -0.1 | 1
COc1ccc(NC(=O)c2ccc(C#CC3(O)CCCCC3)cc2)cc1 | 0.8 | -3 | 0.4 | 15
CC(C)(C)OC(=O)NCC(=O)NC(Cc1ccc(OCc2ccccc2)cc1)C(N)=O (centres undefined) | 5.1* | -7 | 0.0 | -1
O=C(Oc1coc(CSc2ncccn2)cc1=O)c1cc2ccccc2oc1=O | -1.8 | 3 | -0.1 | 26
CC(=NCCc1c[nH]c2ccccc12)c1c(O)n(C)c(=O)[nH]c1=O | -0.9 | -15 | -0.1 | 9
NC(=S)Nc1ccc(Oc2ccc(NC(N)=S)cc2)cc1 | 2.9 | 24 | 0.0 | 9
CCCC1N=C(c2ccc(Cl)cc2)CC(c2ccccc2O)N1 (centres undefined) | 0.4 | -15 | -0.1 | -1
COc1ccc(C(=O)n2c(=S)nc3sc4ccccc4n32)cc1 | -0.7 | -32 | -0.1 | -13
NCCc1c(C(=O)O)[nH]c2ccc(OCc3ccccc3)cc12 | 0.5 | -3 | -0.7 | 2
COc1ccc(NC(=O)c2cc3n(n2)C(C(F)(F)F)CC(c2ccc(C)cc2)N3)cc1 (centres undefined) | -1.5 | -5 | -0.1 | 6

Structural class, the entries above containing two or more sulfur atoms.
SMILES | GPR151 ag | TEAD-YAP block | FBW7 act | MITF inh
COCCNC(=O)c1cnc2scc(-c3ccc(Cl)s3)n2c1=O | 0.6 | 0 | -0.3 | 4
COc1ccc2nc(NC(=S)NC(=O)c3ccco3)sc2c1 | 0.4 | -22 | 0.1 | -2
Cc1cccc2cc3c(N)c(C(=O)NCc4cccs4)sc3nc12 | -1.1 | -1 | 0.0 | 4
CCc1cccc(OCC(=O)Nc2ccc(S(=O)(=O)Nc3nccs3)cc2)c1 | -0.5 | 6 | 0.2 | 4
CSc1ccccc1NC(=O)C(C)N(c1cc(C)cc(C)c1)S(C)(=O)=O (centres undefined) | -1.2 | 1 | 0.0 | -14
CCCSc1nnc(Sc2nnnn2-c2ccccc2)s1 | 1.1 | 56* | 0.1 | 3
NC(=S)Nc1ccc(Oc2ccc(NC(N)=S)cc2)cc1 | 2.9 | 24 | 0.0 | 9
COc1ccc(C(=O)n2c(=S)nc3sc4ccccc4n32)cc1 | -0.7 | -32 | -0.1 | -13

The listing continues:
SMILES | GPR151 ag | TEAD-YAP block | FBW7 act | MITF inh
CC1CCN(C2=C(Nc3cccc(F)c3)C(=O)c3ccccc3C2=O)CC1 | -0.8 | -1 | 0.0 | 3
Cc1nc(N2CCC(C(=O)N(C)CC(O)c3ccccc3)CC2)nc2ccccc12 (centres undefined) | 0.4 | 5 | -0.1 | -6
CCOC(=O)C(C)Sc1nnc(NC(=O)CC23CC4CC(CC(C4)C2)C3)s1 (centres undefined) | -2.5 | -8 | 0.1 | 18
CCc1ccc2[nH]c(=O)c(C(c3nnnn3CCOC)N3CCN(CC)CC3)cc2c1 (centres undefined) | 0.0 | -1 | 0.2 | 7
CCCn1cc(NC(=O)C2CC(c3ccccc3[N+](=O)[O-])=NO2)cn1 (centres undefined) | -0.2 | -22 | 0.0 | -13
O=C(N=C1N=C2C=CC=CN2Cc2ccccc21)c1ccc(Br)cc1 | -4.4 | -33 | 0.1 | 8
O=C(CSc1nc2ccccc2c(=O)n1CC1CCC(C(=O)N2CCN(c3ccccc3)CC2)CC1)NCC1CCCO1 (centres undefined) | -0.1 | 7 | 0.0 | -1
CCNC(=O)N1CCCC(CNC(=O)c2ccccc2Cl)C1 (centres undefined) | -0.6 | -11 | 0.1 | 6
CC(Nc1ccc(-c2ccccc2C=O)cn1)c1ccccc1 (centres undefined) | 1.0 | -44 | -0.6 | 12
CCCCn1c(CN2CCCCC2)nc2c1c(=O)n(C)c(=O)n2C | 0.3 | 13 | 0.8 | 12
COc1cccc(CC2=NOC(C(=O)NC(C)c3csc(C)n3)C2)c1 (centres undefined) | 3.6 | -2 | 0.3 | 39
O=[N+]([O-])c1ccccc1/C=C/CN1CCCC(O)C1 (centres undefined) | 0.5 | 2 | 0.0 | -3
Cc1ccc(N(CC(O)CN(C)C)S(=O)(=O)c2ccccc2[N+](=O)[O-])cc1 (centres undefined) | 4.8 | -6 | 0.8 | 5
COCc1ccc(CN2CCCC(C(=O)Nc3ccc(-c4cscn4)cc3)C2)o1 (centres undefined) | -1.6 | 5 | 0.2 | 9
O=[N+]([O-])c1nc(-c2ccc(F)cc2)n[nH]1 | 1.2 | 1 | -0.1 | -9
Cc1ccccc1COc1ccc(C=C2C(=O)NC(=O)NC2=O)cc1 | 0.3 | 1 | 0.0 | -1
O=C(/C=C/c1ccccc1)N1CCCc2ccccc21 | 2.0 | -27 | 0.0 | 3
CC(C)CSCC(=O)Nc1ccc(S(=O)(=O)N2CCCC2)cc1 | -0.9 | -6 | -0.1 | -2
C/C(CC(=O)Nc1ccc(Br)cc1)=N\NC(=O)C(=O)Nc1ccccn1 | -2.5 | -24 | 0.6 | 2
CCCCNC(=O)CSc1nc2sc(C(=O)OCC)c(C)c2c(=O)n1Cc1ccc(OC)cc1 | -0.2 | -2 | 0.2 | -14

Part of the list above in order of molecular weight, lowest first:
SMILES | GPR151 ag | TEAD-YAP block | FBW7 act | MITF inh
COc1ccc2nc(NC(=S)NC(=O)c3ccco3)sc2c1 | 0.4 | -22 | 0.1 | -2
CCCn1cc(NC(=O)C2CC(c3ccccc3[N+](=O)[O-])=NO2)cn1 (centres undefined) | -0.2 | -22 | 0.0 | -13
COc1ccc(-c2nnc(C3CCN(S(=O)(=O)c4ccccc4)CC3)o2)cc1 | 0.6 | 3 | 0.0 | -10

Other structures follow.
SMILES | GPR151 ag | TEAD-YAP block | FBW7 act | MITF inh
O=C(CN1C(=O)C2C3C=CC(C3)C2C1=O)N1CCN(c2ccc([N+](=O)[O-])cc2)CC1 (centres undefined) | -1.7 | 8 | 0.0 | 1
CCOc1cc2[nH]c(=O)n(CCC(C)C)c(=O)c2cc1OCC | -0.5 | 8 | 0.1 | 11
COC(=O)C(O)(CC(=O)c1ccc(OC)cc1)C(F)(F)F (centres undefined) | 1.4 | 10 | 0.0 | -13
COc1cccc(C(=S)N2CCOCC2)c1 | 2.7 | 4 | -0.6 | 6
c1cnc(N2CCN(C3CCCCCC3)CC2)nc1 | -0.4 | 0 | 0.9 | 15
Cc1cccc(-n2c(C)nc3cc(C(=O)NCc4ccc(F)cc4)ccc32)c1 | -1.0 | 1 | 0.3 | 7
O=C(O)CC1Nc2ccccc2SC1=O (centres undefined) | 0.6 | -2 | 0.0 | -4
